# NR2F2 inh: NR2F2 (human) inhibition, primary screen | P24468 | HEK293T NGFI-A luciferase reporter, luminescence | inhibition, % at 8.6 µM | 370,000 compounds, 0.7% hits;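 active = inhibition above a per-plate cutoff, mean inhibition of test wells between control levels plus 3 SD, cut at about 38% in these data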;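 note: cells cotransfected with COUP-TFII expression vector driving the NGFI-A reporter; 0% = median of COUP-TF2 test wells and 100% = reporter-only cells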
# C8 TRAIL sens: sensitizes caspase-8 expressing cells to TRAIL; NB7+C8 cells + TRAIL, ATPlite viability luminescence; inhibition (viability loss, TRAIL sensitization), % at 10 µM; 360,000 compounds, 1% hits; AID 624354;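 active = compounds causing at least 50% loss of cell viability in the single-dose screen, relative to plate controls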
# NCOA1 inh: human NCOA1 inhibition. HEK293 GAL4-SRC1 luciferase reporter, luminescence. inhibition, % at 3.6 µM. 360,000 compounds, 0.12% hits;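 active = inhibition above the campaign mean plus 3 SD, with each screening campaign given its own cutoff, cut at about 60% in these data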;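 note: 0% = DMSO treated cells and 100% = gossypol at 36 µM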
# TWEAK Fn14 block: blocks TWEAK-Fn14 interaction in a reporter cell assay | 360,000 compounds, 2% hits | inhibition, % at 10 µM | TWEAK-stimulated Fn14 reporter cells, luciferase luminescence, 8 h | AID 1159606; in the data active = inhibition above about 50%
# SRC3 inh: inhibitors of human steroid receptor coactivator 3 (SRC3); inhibition, % at 3.6 µM; 360,000 compounds, 0.17% hits; HEK293 GAL4-SRC3 luciferase reporter, luminescence; Q9Y6Q9;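 active = inhibition above a per-campaign cutoff, the mean of all compounds plus 3 SD, cut at about 60% in these data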;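 note: 0% = DMSO-treated cells and 100% = gossypol-treated cells at 36 µM; higher means less SRC3-driven luciferase light from the GAL4 reporter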
# TLR9-MyD88 block: TLR9-MyD88 interaction inhibition; 340,000 compounds, 0.21% hits; AID 504734; CHO BLA complementation TLR9-MyD88, CCF4 FRET ratio; Q9NR96+Q99836; inhibition, % at 4.98 µM;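 active = inhibition above the mean over all tested compounds plus 3 SD, cut at about 21% in these data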;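 note: 0% = DMSO only wells and 100% = clavulanate BLA inhibitor control wells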
# EBV LMP1 NFkB: reduces LMP1-driven NF-kappaB luciferase signal; LMP1-induced NF-kappaB luciferase reporter cells, luminescence; inhibition, % at 12.5 µM; 350,000 compounds, 0.69% hits; in the data active = inhibition above about 41%;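 note: 0% = neutral control wells and 100% = reference inhibitor control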
# NCOA2 inhibitor: human SRC2 (NCOA2) inhibition; inhibition, % at 9 µM; 370,000 compounds, 0.17% hits; Q15596; HEK293 GAL4-SRC2 luciferase reporter, luminescence;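 active = inhibition above the mean inhibition of all tested compounds plus 3 SD, set per campaign, cut at about 52% in these data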;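 note: 0% = DMSO treated cells and 100% = cells given Gossypol at 36 µM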
# NR5A2 inv ag: NR5A2 inverse agonism in reporter assay | HEK293T StAR-luciferase reporter, LRH-1 transfected, 24 h | inhibition, % at 3.6 µM | 360,000 compounds, 0.13% hits | AID 602396;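 active = inhibition above the mean inhibition of all tested compounds plus 3 SD, cut at about 73% in these data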;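 note: 0% = DMSO wells and 100% = reporter-only cells lacking LRH-1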
# Target sequence (O00482 whole entry, looked up): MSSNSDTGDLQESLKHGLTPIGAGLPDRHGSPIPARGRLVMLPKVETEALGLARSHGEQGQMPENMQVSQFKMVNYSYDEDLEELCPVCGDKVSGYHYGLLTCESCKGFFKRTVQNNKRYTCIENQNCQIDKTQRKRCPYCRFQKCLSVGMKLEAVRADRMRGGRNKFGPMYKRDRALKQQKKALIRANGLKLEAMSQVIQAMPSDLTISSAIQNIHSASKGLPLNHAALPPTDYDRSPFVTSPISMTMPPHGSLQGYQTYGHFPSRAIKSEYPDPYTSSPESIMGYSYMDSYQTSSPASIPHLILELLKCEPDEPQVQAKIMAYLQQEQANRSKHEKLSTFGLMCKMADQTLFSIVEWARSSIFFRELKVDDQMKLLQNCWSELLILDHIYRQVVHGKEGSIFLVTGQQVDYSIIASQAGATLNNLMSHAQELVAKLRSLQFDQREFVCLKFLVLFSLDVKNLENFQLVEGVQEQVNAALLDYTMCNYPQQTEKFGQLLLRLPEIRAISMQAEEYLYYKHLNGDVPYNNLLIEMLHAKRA
# TROY signal inh: TROY signaling inhibition | inhibition, % at 10 µM | Q293 LMP1-TROYcd NF-kB luciferase reporter, 4 h | 360,000 compounds, 0.98% hits;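 active = compounds whose plate-normalised and pattern-corrected inhibition of the luciferase reporter signal at the single screening dose is 50% or more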
# NOD2-RIPK2 inh: NOD2-RIPK2 protein interaction inhibition | 360,000 compounds, 0.38% hits | CHO BLA complementation NOD2-RIPK2, CCF4 ratio | O43353 | inhibition, % at 4.98 µM | AID 624267; in the data active = inhibition above about 21%;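 note: 0% = vehicle only and 100% = reference blocker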
# Target sequence (O43353 whole entry, looked up): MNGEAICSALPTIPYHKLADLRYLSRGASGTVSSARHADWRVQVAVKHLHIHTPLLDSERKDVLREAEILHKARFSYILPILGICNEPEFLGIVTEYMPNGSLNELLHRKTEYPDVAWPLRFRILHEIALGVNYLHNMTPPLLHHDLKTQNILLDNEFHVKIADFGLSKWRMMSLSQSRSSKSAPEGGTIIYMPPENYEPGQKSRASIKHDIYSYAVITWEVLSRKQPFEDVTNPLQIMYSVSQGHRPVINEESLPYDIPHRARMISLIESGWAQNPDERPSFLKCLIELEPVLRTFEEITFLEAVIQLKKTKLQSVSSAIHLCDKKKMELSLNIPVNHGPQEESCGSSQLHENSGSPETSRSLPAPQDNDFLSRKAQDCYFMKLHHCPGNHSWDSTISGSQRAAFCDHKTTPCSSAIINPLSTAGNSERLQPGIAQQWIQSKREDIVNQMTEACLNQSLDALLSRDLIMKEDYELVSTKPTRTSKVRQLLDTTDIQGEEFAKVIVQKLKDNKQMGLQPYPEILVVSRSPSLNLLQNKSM
# Active calls of the source: *; x = not tested or not shown. Some of the compounds tested; count on the stated rates, not on these rows.
SMILES,NR2F2 inh,C8 TRAIL sens,NCOA1 inh,TWEAK Fn14 block,SRC3 inh,TLR9-MyD88 block,EBV LMP1 NFkB,NCOA2 inhibitor,NR5A2 inv ag,TROY signal inh,NOD2-RIPK2 inh
COC(=O)C1=C(C)N(CC(C)C)C(=O)C1,-5,1,-2,11,3,11,0,-13,-8,6,4
O=C(CCNC(=O)c1ccc(Cl)cc1)Nc1ncccc1O,-23,-18,-13,7,-14,3,-6,-18,0,-22,-6
Cn1nnnc1SCC(=O)Nc1nc2ccccc2s1,-16,0,-44,-24,-37,15,-9,1,-36,-12,-12
O=S(=O)(c1ccc(N2CCOCC2)c(Cl)c1)N1CCOCC1,0,11,12,-12,11,-5,-3,-8,-8,10,0
COc1ccc(N(CC(=O)N2CCc3ccccc3C2)S(=O)(=O)c2c(C)nn(C)c2C)cc1,-5,-2,-12,1,15,-20,-5,8,16,-11,-11
CCOc1ccccc1NC(=O)c1ccc(OCC)c([N+](=O)[O-])c1,-2,0,6,-1,9,-2,10,-23,1,-11,3
Cc1cccc(C)c1NC(=O)C(NC=O)c1ccccc1 (stereo not drawn),7,-5,11,6,9,-6,4,-6,-9,7,-2
CC(=O)c1c(C)[nH]c(C(=O)N2CCN(c3ccc(F)cc3)CC2)c1C,-2,3,-8,10,2,-1,4,8,-20,6,0
c1ccc2c(Cn3ccnc3)cccc2c1,-7,-8,1,2,-14,-5,2,-5,12,0,3
O=C(C1CC(=O)N(c2ccc3c(c2)OCCO3)C1)N1CCN(c2cccc(C(F)(F)F)c2)CC1 (stereo not drawn),-3,9,7,8,-1,0,11,6,-14,18,0
CC(=O)N1CCN(Cc2nc3cc(NC(=O)c4ccccc4C)ccc3n2C)CC1,2,0,3,-21,-11,-9,4,-7,2,-18,-3
O=[N+]([O-])c1cccc2nc3ccccc3c(NCCCn3ccnc3[N+](=O)[O-])c12,-8,12,4,-27,-7,-10,3,-42,-10,-20,1
O=C(Nc1cccnc1)NC1CCCCC1,-9,-4,-2,8,0,-5,-4,10,8,-13,3
CN(C)CCNC(=O)C12CC3(C)CC(C)(CC(C)(C3)C1)C2,18,-3,-3,6,11,10,-1,3,3,-14,-3
Cc1ccc(/C=C2/SC(=S)N(CCC(=O)N3CCN(C)CC3)C2=O)cc1,2,26,14,-2,12,0,0,12,11,-24,-10
Cc1cccc(C)c1NC(=O)C(=O)NCC1CCCN1S(=O)(=O)c1ccccc1 (stereo not drawn),13,-30,-1,-4,-26,-6,8,-26,13,-8,6
COc1cccc(CN2CCN(Cc3ccc4cccc(F)c4n3)CC2CCO)c1 (stereo not drawn),19,3,10,-3,13,-6,0,-4,1,12,-9
CCn1cc([N+](=O)[O-])c(C(=O)NCc2ccc(Cl)cc2)n1,-23,0,-6,-13,7,2,2,-14,-5,11,-11
CC1=Nc2cc(C(=O)NCC3CCCO3)ccc2Sc2ccc(Br)cc21 (stereo not drawn),16,14,12,17,1,2,6,10,32,23,4
Cc1cc(C)n2nc(SCc3c(F)cccc3Cl)nc2n1,-14,-4,-3,-18,-17,-15,1,-34,-25,-35,-10
Cc1ccc(S(=O)(=O)N(C)CC(=O)N2CCC(C(N)=O)CC2)cc1,-1,-8,4,10,-8,0,-3,-28,2,0,1
CCOc1ccc(CN2CCN(Cc3cc4ccccc4o3)CC2CCO)cc1 (stereo not drawn),12,-8,8,15,-6,-9,4,4,5,-5,-4
CCc1cccc(OCC(=O)Nc2ccccc2N2CCCC2)c1,4,14,-10,5,8,13,-22,5,1,1,1
Cc1cc(C)n(-c2ccc(C(=O)OCC(=O)Nc3ccc(Cl)cc3[N+](=O)[O-])cc2)n1,-11,-4,-5,-12,0,13,-14,17,16,10,-4
O=C(COC(=O)c1cc[n+]([O-])cc1)Nc1c(Cl)cccc1C(F)(F)F,15,14,0,6,4,8,-5,-5,0,13,-6
Cc1cc(C)n(Cc2n[nH]c(=S)n2Cc2ccccc2)n1,-9,-5,-4,-12,7,4,-3,-13,3,2,3
COc1cccc(CN2CCNC(=O)C2CC(=O)NCCn2nc(C)cc2C)c1OC (stereo not drawn),-16,1,-6,4,19,-2,3,-1,-5,-15,3
CCc1ccc(OCCOCC(O)CN2CCN(Cc3ccc(Cl)cc3)CC2)cc1 (stereo not drawn),21,25,4,23,18,-8,13,-13,11,29,0
CCc1cc(-c2n[nH]c(=S)n2-c2ccccc2C)cs1,x,-8,8,-4,-4,-8,-6,x,17,12,7
O=[N+]([O-])c1ccc(Sc2cccc3cccnc23)cc1,-26,20,-16,-26,-25,-3,-8,-21,-2,-30,0

# Pulled by structure from above:
SMILES,NR2F2 inh,C8 TRAIL sens,NCOA1 inh,TWEAK Fn14 block,SRC3 inh,TLR9-MyD88 block,EBV LMP1 NFkB,NCOA2 inhibitor,NR5A2 inv ag,TROY signal inh,NOD2-RIPK2 inh
CCOc1ccc(CN2CCN(Cc3cc4ccccc4o3)CC2CCO)cc1 (stereo not drawn),12,-8,8,15,-6,-9,4,4,5,-5,-4
CCc1cc(-c2n[nH]c(=S)n2-c2ccccc2C)cs1,x,-8,8,-4,-4,-8,-6,x,17,12,7
CCc1cccc(OCC(=O)Nc2ccccc2N2CCCC2)c1,4,14,-10,5,8,13,-22,5,1,1,1

# (more compounds)
SMILES,NR2F2 inh,C8 TRAIL sens,NCOA1 inh,TWEAK Fn14 block,SRC3 inh,TLR9-MyD88 block,EBV LMP1 NFkB,NCOA2 inhibitor,NR5A2 inv ag,TROY signal inh,NOD2-RIPK2 inh
CC(NC(=O)[C@H](Cc1c[nH]c2ccccc12)NC(=O)[C@@H]1Cc2ccccc2CN1)c1ccccc1 (stereo partly drawn),-2,6,-24,1,8,-2,5,11,2,9,-12
CC(NC(=O)[C@@H](C)NC(=O)[C@@H]1Cc2ccccc2CN1C(=O)OC(C)(C)C)c1ccccc1 (stereo partly drawn),-10,6,-4,7,-3,6,-10,-5,1,11,-7
Nc1nnc(CC(=O)N2CCCCC2)s1,-2,-7,-12,16,1,0,-1,-8,-5,-11,1
COc1ccc(C(=O)OCC(=O)NC2CC2)cc1S(=O)(=O)N1CCOCC1,1,-2,8,2,16,-2,-8,-5,-21,10,1
CN(C)C(=O)c1ccc(N/C=C(\C=O)c2nc3ccccc3o2)cc1,-5,-1,-3,-9,11,-1,-4,-7,14,8,-3
COc1ccc(OC)c(CCNC(=O)CSc2ccsc2[N+](=O)[O-])c1,17,10,8,5,11,-3,-17,7,-25,-10,0
CN(C)c1ccc(NC(=O)COC(=O)c2cc(=O)c3ccccc3o2)cc1,-4,-11,-7,0,13,1,6,-9,31,9,-1
CCN1C(=O)c2cccc3c(S(=O)(=O)NCCc4c[nH]c5ccccc45)ccc1c23,-13,-4,3,-3,-9,-17,-6,-12,12,0,-7
CC(Sc1nc(C(F)(F)F)nc2ccccc12)C(=O)NC1CCCC1 (stereo not drawn),-19,-18,4,-2,5,-5,-3,-27,-10,8,-8
COc1ccc(/C=N/NC(=O)COc2ccc(Cl)cc2Cl)cc1Cn1nc(C)cc1C,-2,0,10,-11,13,1,-1,27,-12,-9,2
CCN1C(=O)C(=O)N(CC(=O)N(C)CC(=O)Nc2ccccc2Cl)C1=O,-18,10,8,-9,11,0,0,5,-23,-3,-4
CCN(CC)C(=O)CSc1nc(N)c(C(=O)Nc2ccc(OC)cc2)s1,-1,6,-8,-14,17,8,12,8,-2,-8,-13
CCCn1c(CCNC(=O)c2ccco2)nc2ccccc21,14,2,4,21,5,-1,4,6,4,-11,-2
O=C(CC(c1ccccc1)c1ccccc1)Nc1ccncc1,5,6,5,19,-7,-2,10,0,12,6,2
O=C1NC(=O)c2cc(NC(=O)C3CCCCC3)ccc21,-23,18,-36,-26,0,-2,4,-19,13,4,-6
CCC(C)[C@H](NC(=O)NC1CC1)C(=O)O (stereo partly drawn),-8,-11,-10,9,-5,-2,6,16,8,7,-4
Cc1ccc(NC(=O)CNC(=O)c2ccc(OC(F)F)cc2)cc1S(=O)(=O)N1CCCCCC1,10,8,5,21,7,-4,12,-28,6,22,5
COc1cccc(NC(=O)CC2SC(=Nc3ccccc3)NC2=O)c1 (stereo not drawn),-1,-9,5,7,4,-9,5,-1,4,-10,1
CC(C)c1cc(=O)n2[nH]c(SCc3ccccc3Cl)nc2n1,-13,16,6,4,1,-2,-1,5,-3,22,-1
COc1cc(C2C3C(=O)N(c4ccccc4)C(=O)C3ON2c2ccccc2)cc(OC)c1OC (stereo not drawn),17,10,1,-9,-3,-8,1,-20,-1,8,2
Cc1c(O)ccc2c(CC(=O)N[C@@H](Cc3ccc(O)cc3)C(=O)O)cc(=O)oc12,-10,15,13,5,4,2,-20,9,14,7,7
O=C(NC1CC2CCCC(C1)N2S(=O)(=O)c1ccccc1)C1CCCCC1 (stereo not drawn),12,-5,-3,0,23,0,2,7,9,-1,-7
Cc1ccc2ccc(C(Nc3ccccc3)c3ccccc3)c(O)c2n1 (stereo not drawn),7,5,x,x,x,x,x,10,18,x,5
COc1ccc(N=Cc2c(O)c3ccccc3n2C(C)=O)cc1,-11,47,-24,-17,-7,2,-28,12,3,-5,-5
CC1(C)Cc2c(sc(/N=C/N3CCCCCC3)c2C#N)C(C)(C)N1,-30,9,-9,-7,-2,0,2,8,-10,-3,-3
O=c1c(O)c(-c2ccccc2)oc2ccccc12,-2,14,-7,-26,-6,9,-2,16,-52,-50,13
CCOC(=O)N1CCN(CC(O)COC2CC(C)CCC2C(C)C)CC1 (stereo not drawn),12,-3,-19,1,-33,-7,2,-2,-8,2,2
Cc1c(Cl)cccc1N1CC(C)(C)C1=O,4,-5,-11,1,2,7,2,-23,2,-13,-1
O=[N+]([O-])c1ccc2[nH]c(O)c(N=NC(=S)Nc3cccnc3)c2c1,21,7,-26,-30,-8,-11,2,-8,6,0,-8
CS(=O)(=O)N1CCN(C(=O)c2ccccc2F)CC1,-9,-19,-5,9,10,-6,1,-21,-6,5,0
CC(=O)N1CCOc2ccc(S(=O)(=O)NCC3CCC(C(=O)NCCC(C)C)CC3)cc21 (stereo not drawn),14,2,12,7,2,-6,-5,-17,-3,-15,0
CC(NC(=O)COC(=O)C1CC1C)c1ccccc1 (stereo not drawn),-13,-5,1,4,11,1,-5,-1,-2,-12,-6
CCOC(=O)C1=C(Cc2ccc(OC)cc2)C(=O)c2ccccc2C1=O,x,6,-12,-16,-2,10,24,x,32,33,8
CCN(CC)S(=O)(=O)c1ccc(O)c(C(=O)OCC(=O)N(C)Cc2ccccc2)c1,5,-10,-7,-10,10,-9,1,14,-1,1,13
O=C(OCCN1C(=O)c2ccccc2C1=O)c1ccco1,-10,10,15,0,-1,-3,2,-3,-3,-27,3
CCOC(=O)Cc1csc(NC(=O)Cn2cnc3c2c(=O)n(C)c(=O)n3C)n1,9,4,7,-13,9,6,-5,-57,15,-18,4
O=C(/C=C/c1ccccc1)N1CCN(c2ccc([N+](=O)[O-])c(N3CCOCC3)c2)CC1,16,12,-19,14,-2,-1,-13,10,27,-2,-4
CC1OC(Nc2ccc(OC(F)(F)F)cc2)C(O)C(O)C1O (stereo not drawn),-8,2,2,-15,-7,9,-48,4,-5,10,-6
Cc1cccc(N2C(=O)N3[C@@H]4c5ccccc5OC[C@@H]4[C@@H](c4ccccc4)[C@]3(C)C2=O)c1,x,1,3,8,-1,5,12,x,-14,4,1

# High-throughput results from PubChem BioAssay.
